Bioassay records as filed in PubChem BioAssay.
GalR3 antagonist: GalR3 antagonists in HEK293 cells, primary screen, cell-based, fluorescence readout; Galanin receptor type 3 (Homo sapiens), O60755; HEK293 GalR3-CNG cAMP membrane potential fluorescence; galR3 body fused to GalR1 C-terminus; inhibition, % at 3 µM; 360,000 tested, 0.44% active; AID 651719, 2012;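 active means inhibition above the screen-wide average plus 3 SD, cut at about 13% in these data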;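 further: forskolin and galanin both at EC90 stimulate the cells; cAMP rise reported by CNG channel membrane potential dye signal; 0% = forskolin plus galanin with DMSO and 100% = forskolin alone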
Target sequence (O60755 1-299 limits assumed): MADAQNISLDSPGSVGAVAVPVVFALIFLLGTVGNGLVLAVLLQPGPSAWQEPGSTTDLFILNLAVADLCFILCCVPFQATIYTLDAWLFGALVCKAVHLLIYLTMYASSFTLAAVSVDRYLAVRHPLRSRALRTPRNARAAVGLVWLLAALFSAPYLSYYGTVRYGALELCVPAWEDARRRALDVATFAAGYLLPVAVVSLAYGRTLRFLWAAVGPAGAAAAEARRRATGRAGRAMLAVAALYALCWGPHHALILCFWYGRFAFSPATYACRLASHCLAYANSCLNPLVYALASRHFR
* hit, by the source's call.

SMILES	GalR3 antagonist
S=c1sscc1-c1ccccc1	-3
O=C1OCCN1C(=O)[C@H]1[C@H](c2ccc([N+](=O)[O-])cc2)C(c2ccc(F)cc2)=NN1c1ccccc1	-5
Cc1ccn2c(=S)[nH]nc2c1	-8
Cc1ccc(Cn2cc(CN3CC(N4CCN(C)CC4)CS3(=O)=O)nn2)cc1 (centres undefined)	-2
Cc1[nH]c(=O)sc1C(=O)NCc1ccc([N+](=O)[O-])cc1	4
Cc1ccccc1NC(=O)C(C)OC(=O)CCC(=O)c1ccccc1 (centres undefined)	3
OC[C@@H]1CN(Cc2cccc3ccccc23)C[C@H](n2cnc3c(NCc4ccco4)ncnc32)O1	-8
O=C(NCc1ccc(F)cc1)c1cc(C2CCCCN2S(=O)(=O)c2cccc3cccnc23)on1 (centres undefined)	-8
N#CC(c1ccc([N+](=O)[O-])cc1)C(CC(=O)c1ccccc1)c1ccccc1 (centres undefined)	-6
COc1ccc2[nH]c3c(c2c1)CCN1C(=O)C(CC(=O)NCc2ccco2)C[C@H](C(=O)N2CCCCC2)[C@@]31C (some centres undefined)	-6
CCCN(C(=O)CCc1cn(CCC)c2ccccc12)c1ccc(Oc2cccnc2)cc1	-12
Clc1ccccc1N=Nc1ccccn1	-1
CN(C(=O)C=Cc1ccco1)c1ccccc1	-5
COc1ccc(CCC(=O)Nc2ccc(N3CCOCC3)c(S(=O)(=O)Nc3ccc(OC)cc3)c2)cc1	-7
CN[C@H]1C[C@H]2c3[nH]c4c(-c5ccc6c(c5)OCO6)cccc4c3CCN2C(=O)[C@H]1[C@H](C)O	-6
CCCCNc1c(CCc2ccccc2)nc2nc(C)cc(C)n12	-6
O=c1oc(=O)c2ccccc2c2ccccc12	-6
CC(C)C[C@@H](CN)NC(=O)c1nc[nH]c1C(=O)N[C@@H](Cc1ccccc1)C(=O)CNC[C@H](C)NC(=O)c1nc[nH]c1C(=O)N[C@@H](CC(=O)O)C(=O)O	-3
COc1cccc(N(CC(=O)N2CCN(Cc3ccccc3)CC2)S(C)(=O)=O)c1	-8
O=C(NCCN1CCC(n2c(=O)[nH]c3ccccc32)CC1)c1cccnc1	-3
CCOc1ccccc1N1CC(C(=O)NCCC2=CCCCC2)CC1=O (centres undefined)	-4
CC1(C(=O)NC2CCN(Cc3ccccc3)CC2)CCN1Cc1cc2ccccc2o1 (centres undefined)	-8
CCC(=O)N1CCCC1(C)C(=O)Nc1ccc2c(c1)CCN2C(C)=O (centres undefined)	-6
CC(=O)Oc1ccc(C2=Cc3ccc(OC(C)=O)cc3OC2C)cc1 (centres undefined)	3
CC(C)C[C@@H](CN1CCCC1CN1C(=S)NC[C@@H]1Cc1ccc(O)cc1)N1C[C@H](Cc2ccccc2)N(CCc2ccccc2)C1=S (some centres undefined)	-5
COc1ccc2[nH]c3c(c2c1)CCN1C(=O)C(CC(=O)NCc2cccc(C(F)(F)F)c2)C[C@H](C(=O)N(C(C)C)C(C)C)[C@@]31C (some centres undefined)	-7
CCCS(=O)(=O)NC(=O)C1(C)CCN(C(=O)c2ccc3c(c2)OCO3)C1 (centres undefined)	-6
Cc1cc(C(=O)C(C(c2ccccc2)N2CCOCC2)N2CCOCC2)ccc1Cl (centres undefined)	-5
COc1ccc(Cl)cc1-c1cc(C(=O)Nc2ccccc2)[nH]n1	-9
Cc1c(C(=O)c2ccc(F)cc2F)c2ccccn2c1CCc1ccccn1	4

Reformatted bar-delimited: part of the list above
Structure | GalR3 antagonist
Cc1cc(C(=O)C(C(c2ccccc2)N2CCOCC2)N2CCOCC2)ccc1Cl (centres undefined) | -5
COc1ccc(Cl)cc1-c1cc(C(=O)Nc2ccccc2)[nH]n1 | -9
Cc1c(C(=O)c2ccc(F)cc2F)c2ccccn2c1CCc1ccccn1 | 4

The list continues.
SMILES	GalR3 antagonist
Cc1ccc2c(Cl)c(Cc3ccccc3)c(=S)[nH]c2n1	-15
CC(C)n1nnnc1C1c2ccccc2C(=O)N1Cc1ccc(F)cc1 (centres undefined)	-6
O=C(Nc1ccc(F)cc1)C(c1ccncc1)N1CCN(c2cccc(C(F)(F)F)n2)CC1 (centres undefined)	-3
COc1ccc(Cc2c(-c3cccc(Br)c3)nc3c(C)cc(Br)cn23)c(C)c1	-3
O=S(=O)(NCc1ccccc1)c1ccccc1NCc1ccc(Cl)cc1	-7
Cc1cccc(-c2nnc(C(C)Nc3cccc(C(=O)NC4CC4)c3)o2)c1 (centres undefined)	-7
O=C(NCc1ccccc1)c1cc(C2CCCCN2C(=O)c2ccc3c(c2)CCO3)on1 (centres undefined)	-3
CCCCCCCCN1C(=O)[C@H](CC(=O)NCCc2ccccc2OC)C[C@@]2(C(=O)OCC)CCCC=C12	-4
COc1ccc(C2O[C@@H](C)[C@@H]3C(=O)N4CCc5c([nH]c6ccccc56)[C@@H]4C[C@@H]3N2C)cc1 (some centres undefined)	-2
Cc1ccccc1C(=O)N1CCC2CC1c1cc(Cl)ccc12 (centres undefined)	-9
CSc1ccc(CN2C(=O)C(C)Oc3c(C(C)=O)cccc32)cc1 (centres undefined)	-8
COCCNC(=O)C1(C)CCCN(C(=O)c2ccc(N(C)C)cc2)C1 (centres undefined)	-8
Cn1cccc([N+](=O)[O-])c1=O	-3
CC(C)Oc1cc(F)ccc1-c1cc(C(=O)Nc2ccc(C(C)C)cc2)[nH]n1	-8
CN1C(=O)c2ccccc2Cc2c(NCc3ccccc3)ncnc21	-6
CCC(c1nnnn1-c1ccc2c(c1)OCCO2)N1CCN(c2ccccn2)CC1 (centres undefined)	-8
CCC(c1nc2ccccc2[nH]1)n1c(C)nc2ccccc21 (centres undefined)	2
C[C@@H]1CN([C@H](C)CO)C(=O)c2c(c3ccccc3n2C)-c2ccccc2CO[C@H]1CN(C)C(=O)NC1CCCCC1	-6
FC(F)(F)c1cccc(N2CCCCC2)c1	-5
CC1(C(=O)NCCC#N)CCN1C(=O)CC(c1ccccc1)c1ccccc1 (centres undefined)	-4
CCNC(=O)C1CCCN(C(=O)c2ccc(F)c(Cl)c2)CC1 (centres undefined)	-6
Cc1ccc(C)c(NC(=O)C2(C)CCN2C(=O)C(C)C)c1 (centres undefined)	-6
CC(NC(=O)c1ccccc1)C(=O)NC1CCCc2ccccc21 (centres undefined)	-1
Cc1ccc([C@H]2N[C@]3(CCCN(Cc4ccc(Br)cc4)C3=O)[C@H]3C(=O)N(C)C(=O)[C@@H]23)cc1	-6
Nc1ccccc1C(=O)NC(=O)Nc1ccc(Oc2ncc(Br)cn2)c(Cl)c1	-2
O=C(COC(=O)/C=C/c1ccc(F)cc1)NC1CCCC1	1
C[C@@H]1CN(S(=O)C(C)(C)C)[C@H](CCO)/C1=C\c1ccccc1 (some centres undefined)	-5
Cc1ccccc1NC(=O)CN1C(=O)NC2(CCCCCCC2)C1=O	-1
C=Cc1ccc(Cn2c(C)c(C(=O)NCc3cccc([N+](=O)[O-])c3)sc2=O)cc1	3
CCc1ccc2c(c1)NC(=O)C2(C)Cc1ccccc1C#N (centres undefined)	-4
O=C(NCCc1ccccc1)c1cccc(NC(=O)C2CCCCC2)c1	-6
Cc1ccc(S(=O)(=O)N2CCN(CC(=O)Nc3ccccc3C(=O)NC3CC3)CC2)cc1	-4
O=C(COC(=O)c1cc(S(=O)(=O)N2CCOCC2)ccc1Cl)c1ccc[nH]1	-7
COc1ccc(N)c(C)c1	2
CC[C@@H](NCCCn1ccc(NC(=O)OCc2ccccc2)nc1=O)c1ccccc1	-4
O=C(OCc1nnc(-c2ccc([N+](=O)[O-])cc2)o1)c1ccc(F)c(S(=O)(=O)N2CCOCC2)c1	-2
COc1cccc(C(O)c2nc(-c3ccc(F)c(Cl)c3)cs2)c1 (centres undefined)	-4
Cn1nc(C(C)(C)C)cc1C(=O)N1CCCCC1c1cc(C(=O)NCc2ccccc2)no1 (centres undefined)	-9
Cc1ccc(NC(=O)[C@@H]2O[C@H](CO)[C@H](O)[C@H](O)[C@H]2O)cc1C(F)(F)F	-6
Cc1ccc(C(CC(=O)O)NC(=O)CCNC(=O)c2ccco2)cc1 (centres undefined)	-3
CC(C)(C)c1ccc(CC(=O)N2CCC2(C)C(=O)Nc2ccc(F)cc2F)cc1 (centres undefined)	-9
CCOC(=O)C1CCCN(C(=O)c2cccc(OC(F)(F)F)c2)CC1 (centres undefined)	-8
CN1CCN(c2ccc3c(c2)OC[C@H](Cc2ccccc2)NS3(=O)=O)CC1	-8
CCOC1=C2CN(S(=O)(=O)c3ccc(C)cc3)[C@H](c3ccccc3)C[C@@H]2N(S(=O)(=O)c2ccc(C)cc2)[C@H](c2ccccc2)C1	-5
CCCn1c(C)cc(/C=C(\C#N)C(=O)OCC(=O)N(CC)c2c(N)n(Cc3ccccc3)c(=O)[nH]c2=O)c1C	-5

Part of the list above in order of SMILES length, ascending:
SMILES	GalR3 antagonist
Cc1ccc(C(CC(=O)O)NC(=O)CCNC(=O)c2ccco2)cc1 (centres undefined)	-3
CC[C@@H](NCCCn1ccc(NC(=O)OCc2ccccc2)nc1=O)c1ccccc1	-4
O=C(COC(=O)c1cc(S(=O)(=O)N2CCOCC2)ccc1Cl)c1ccc[nH]1	-7
Cn1nc(C(C)(C)C)cc1C(=O)N1CCCCC1c1cc(C(=O)NCc2ccccc2)no1 (centres undefined)	-9
Cc1ccc(S(=O)(=O)N2CCN(CC(=O)Nc3ccccc3C(=O)NC3CC3)CC2)cc1	-4
CCCn1c(C)cc(/C=C(\C#N)C(=O)OCC(=O)N(CC)c2c(N)n(Cc3ccccc3)c(=O)[nH]c2=O)c1C	-5

A run of entries of the results above, for reference:
SMILES	GalR3 antagonist
Cc1ccc(NC(=O)[C@@H]2O[C@H](CO)[C@H](O)[C@H](O)[C@H]2O)cc1C(F)(F)F	-6
Cc1ccc(C(CC(=O)O)NC(=O)CCNC(=O)c2ccco2)cc1 (centres undefined)	-3
CC(C)(C)c1ccc(CC(=O)N2CCC2(C)C(=O)Nc2ccc(F)cc2F)cc1 (centres undefined)	-9

Remaining list, next part.
SMILES	GalR3 antagonist
N#Cc1ccc(-c2nc3c4ccccc4ccn3c2Cc2ccsc2)cc1	3
CCN(CC)C(=O)[C@H]1C[C@H](CC(=O)NCc2cccc(C(F)(F)F)c2)C(=O)N2CCc3c([nH]c4ccc(Cl)cc34)[C@]12C	-6
O=C(Nc1ccc([N+](=O)[O-])cc1NC(=O)c1ccccc1)c1ccccc1	-1
COc1ccc([C@H]2C[C@@H](O)[C@H](n3cc(COC(=O)c4ccccc4)nn3)CN2CC2CCCCC2)cc1	-5
COc1ccc(C=C2Cc3ccccc3C2=O)cc1	-5
O=C(Nc1ccccc1Cl)NN1CCCCCC1	-8
O=C1Nc2ccccc2C1=NN1CCCCCC1	-3
CN(Cc1ccccc1)C(=O)[C@@H]1CCCN1	-5
CSCCC(C(=O)NC(C)(C)C)n1c(-c2ccc3c(c2)OCO3)nc2ccccc21 (centres undefined)	-8
COc1cccc(NC(=O)C2(C)CCN2Cc2ccc(OC(C)C)cc2)c1 (centres undefined)	-3
CC1(C(=O)NCc2ccc(F)c(F)c2)Cc2c(-c3cccc(C(N)=O)c3)ccnc2O1 (centres undefined)	-3
COc1ccc(C2CC(=O)C(c3cccc(Cl)c3)=CN2Cc2ccccc2)cc1 (centres undefined)	-9
COc1ccc(-c2ccc3[nH]c4c(c3c2)CCN2C[C@@H]([C@H](C)OC(=O)Nc3cc(Cl)cc(Cl)c3)[C@@H](N(C)C(=O)Nc3cc(Cl)cc(Cl)c3)C[C@@H]42)cc1	-7
O=S1(=O)CC(N2CCSCC2)CN1Cc1cn(Cc2ccc(C(F)(F)F)cc2)nn1 (centres undefined)	1
Cc1c(C(=O)NCc2cccc([N+](=O)[O-])c2)sc(=O)n1Cc1ccc(F)cc1	-1
O=C(NCCOc1ccccc1)N1[C@H]2CC[C@@H]1C=C(c1ccc(F)cc1OCc1ccccc1)C2	-4
CC(C)(C)Cc1c(-c2ccc(C#N)cc2)nc2c(Cl)cc(C(F)(F)F)cn12	0
Cc1cccc(C)c1NC(=O)C1(C)CSCC(=O)N1Cc1cccs1 (centres undefined)	-5
COCCN(C(=O)COC(=O)c1c(C)nn(-c2ccccc2)c1C)c1c(N)n(Cc2ccccc2)c(=O)[nH]c1=O	-4
CC1(C(=O)Nc2cccc(NS(C)(=O)=O)c2)Cc2c(-c3cccc(C(N)=O)c3)ccnc2O1 (centres undefined)	-5
O=C(CN1CCN(Cc2cccc(C(F)(F)F)c2)CC1)NCC(=O)Nc1ccc(F)c(F)c1F	0
CCCCCCCCC(=O)c1c(OC)oc(C=O)cc1=O	-5
COCc1nnc(NS(=O)(=O)c2ccc(OC)cc2)s1	-6
CN(c1ccccc1)S(=O)(=O)c1cccc(C(=O)Nc2cccc(C(=O)NC3CC3)c2)c1	4
COc1ccc(-c2ccc3[nH]c4c(c3c2)CCN2C(=O)[C@@H]([C@H](C)O)[C@@H](N(C)C(=O)Nc3ccc(F)cc3)C[C@@H]42)cc1	-2
CN(C)c1ccc(C=C2C=C(c3ccccc3)OC2=O)cc1	-7
COc1cc(C(=O)NC(=S)NCc2ccncc2)cc(OC)c1OC	-6
CCCc1c(-c2ccccc2F)ncn1Cc1ccccc1OC	-8
O=C(Nc1ccccc1F)c1ccc2sc([C@H]3C[C@H](O)[C@@H](CO)O3)nc2c1	-9
S=C1NC[C@H](Cc2ccccc2)N1CC1CCN(CCCC2CCCC2)CC1	-9
O=C(Nc1ccn(CCCNCCc2ccccn2)c(=O)n1)OCc1ccccc1	0
Oc1c(Cl)cc(Oc2cc(Cl)c(O)c(CN3CCOCC3)c2)cc1CN1CCOCC1	-5
Cc1ccccc1S(=O)(=O)N1C[C@H]2CON(C)[C@H]2C[C@H]1c1cccc(Br)c1	-7
COCCNC(=O)C1(C)CCCN(Cc2ccc(-c3ccccc3)o2)C1 (centres undefined)	-5
CN(C(=O)c1cccc(NC(=O)Cc2cccc(NC(=O)C3CCN(C(=O)CCc4ccccc4)CC3)c2)c1)C1CC1	-2

Only part of the results is shown (hit frequency here may not be typical).
